Bcl-2 Bim block – inhibitors of Bim-Bcl-2 binding, primary screen, biochemical, multiplexed, human Bcl-2 family; inhibition, % at 10 µM; 0.06% of 190,000 active; AID 950, 2007; Bead-based flow cytometry, Bim peptide-Bcl-2 binding; Apoptosis regulator Bcl-2 (Homo sapiens), P10415; in the data active means inhibition above about 40%; inconclusive means no clear call, values can overlap the other calls;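 further: 0% = no compound wells with probe peptide and 100% = reference peptide inhibitor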
RGS7-Gao – RGS7-Galphao binding modulators, primary screen, biochemical, multiplexed bead flow cytometry; AID 1439, 2008; actives lie on both sides; 0.35% of 220,000 active; Guanine nucleotide-binding protein G(o) subunit alpha (Homo sapiens), P09471; binding response (% of control), % at 10 µM; in the data active means binding response below about 49% or above about 150%; inconclusive means no clear call, values can overlap the other calls; inactive means in between;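 further: fluorescent Galphao held in activated GDP-AlF4 state binding bead-coupled RGS7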
ABCB1 inh – ABCB1 efflux pump inhibitors, primary screen, cell-based, multiplex, flow cytometry, ABCG2 counter-screen; CCRF-Adr cells, JC-1 efflux; 0.067% of 190,000 active; inhibition, % at 6.6 µM; ATP-dependent translocase ABCB1 (Homo sapiens), P08183; AID 1326, 2008; in the data active means inhibition above about 40%;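 further: 0% = vehicle and 100% = reference inhibitor; higher value means more JC-1 retained so stronger ABCB1 efflux block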
Target sequence (P08183 whole entry, looked up): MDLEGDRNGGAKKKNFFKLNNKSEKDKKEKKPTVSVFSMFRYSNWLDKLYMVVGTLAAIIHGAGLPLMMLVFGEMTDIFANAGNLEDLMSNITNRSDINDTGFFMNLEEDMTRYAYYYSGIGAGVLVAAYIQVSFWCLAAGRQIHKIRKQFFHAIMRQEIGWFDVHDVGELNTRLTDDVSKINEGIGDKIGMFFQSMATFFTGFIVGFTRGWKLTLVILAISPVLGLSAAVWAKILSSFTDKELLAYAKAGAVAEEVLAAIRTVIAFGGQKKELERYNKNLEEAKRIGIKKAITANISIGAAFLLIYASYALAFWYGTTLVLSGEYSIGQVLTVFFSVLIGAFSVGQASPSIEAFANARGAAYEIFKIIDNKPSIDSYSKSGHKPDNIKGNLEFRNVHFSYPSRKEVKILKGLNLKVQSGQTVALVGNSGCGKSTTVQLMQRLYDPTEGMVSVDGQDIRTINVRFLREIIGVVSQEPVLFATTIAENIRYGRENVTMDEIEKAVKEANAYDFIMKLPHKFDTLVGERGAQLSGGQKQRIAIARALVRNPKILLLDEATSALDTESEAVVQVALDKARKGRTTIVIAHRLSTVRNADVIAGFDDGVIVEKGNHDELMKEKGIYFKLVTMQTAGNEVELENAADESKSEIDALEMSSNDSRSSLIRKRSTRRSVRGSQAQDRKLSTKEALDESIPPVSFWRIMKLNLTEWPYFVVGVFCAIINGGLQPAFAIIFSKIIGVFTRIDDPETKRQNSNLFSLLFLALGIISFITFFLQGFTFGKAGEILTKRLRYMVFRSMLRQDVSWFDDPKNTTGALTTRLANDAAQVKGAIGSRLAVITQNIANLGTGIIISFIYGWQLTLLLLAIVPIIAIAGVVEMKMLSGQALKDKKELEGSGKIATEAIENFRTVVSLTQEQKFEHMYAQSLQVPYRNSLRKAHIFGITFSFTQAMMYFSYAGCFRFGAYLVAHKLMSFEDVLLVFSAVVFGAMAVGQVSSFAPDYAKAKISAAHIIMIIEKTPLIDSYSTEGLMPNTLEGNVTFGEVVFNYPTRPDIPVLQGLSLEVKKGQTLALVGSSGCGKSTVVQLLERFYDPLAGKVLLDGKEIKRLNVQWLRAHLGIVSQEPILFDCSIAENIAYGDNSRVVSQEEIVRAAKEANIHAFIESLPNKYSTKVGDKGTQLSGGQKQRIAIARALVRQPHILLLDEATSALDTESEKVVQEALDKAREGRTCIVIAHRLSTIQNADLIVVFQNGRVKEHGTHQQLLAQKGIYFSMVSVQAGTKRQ
RGS4-Gao reg – modulators of RGS4 binding to Galphao, primary screen, biochemical, multiplexed bead flow cytometry. Guanine nucleotide-binding protein G(o) subunit alpha (Homo sapiens), P09471. actives lie on both sides. binding response (% of control), % at 10 µM. 0.33% of 220,000 active; in the data active means binding response below about 49% or above about 150%; inactive means in between;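 further: fluorescent Galphao activated with aluminum fluoride binding bead-coupled RGS4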
Bim-Bcl-W – inhibitors of Bim binding to Bcl-W, primary screen, biochemical, multiplexed, bead-based flow cytometry | AID 952, 2007 | inhibition, % at 10 µM | 0.02% of 190,000 active | Bim peptide-Bcl-W binding;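 further: 0% = bound tracer without compound and 100% = peptide blocker; higher means less fluorescent Bim peptide bound to Bcl-W beads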
RGS8-Gao – RGS8-Galphao binding modulators, primary screen, biochemical, multiplexed bead flow cytometry; Guanine nucleotide-binding protein G(o) subunit alpha (Homo sapiens), P09471; actives lie on both sides; response (percent of control binding), % at 10 µM; 0.34% of 220,000 active; AID 1423, 2008; in the data active means response below about 60% or above about 140%; inactive means in between;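 further: Galphao activated as the GDP aluminium fluoride complex binding bead-coupled RGS8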
Bim-Bcl-B – inhibitors of Bim-Bcl-B binding, primary screen, biochemical, multiplexed, human Bcl-2 family | Bcl-2-like protein 10 (Homo sapiens), Q9HD36 | bead-based flow cytometry, Bim peptide-Bcl-B binding | inhibition, % at 10 µM | 0.073% of 190,000 active | AID 951, 2007;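 further: 0% = tracer peptide without compound and 100% = reference inhibitor peptide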
Bim-Bcl-XL – inhibitors of Bim-Bcl-XL binding, primary screen, biochemical, multiplexed, bead flow cytometry, human Bcl-XL | Bcl-2-like protein 1 (Homo sapiens), Q07817 | Bim peptide-Bcl-XL binding, fluorescence | inhibition, % at 10 µM | 0.04% of 190,000 active | AID 1007, 2008
GSH fluor – compound fluorescence on glutathione beads, profiling panel, artefact control, biophysical, 488/530 nm, flow cytometry; GSH beads flow cytometry, compound fluorescence 488/530 nm; active compounds read high; fluorescence (KMESF) at 10 µM; 0.25% of 190,000 active; AID 1776, 2009; in the data active means fluorescence above about 89;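 further: glutathione beads carrying GST-tagged Bcl family fusion proteins plus one bare bead set; values are compound well signal with DMSO vehicle wells as background; inactives centre near 16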
ABCG2 block – ABCG2 efflux pump inhibitors, primary screen, multiplex with ABCB1, IgMXP3 cells, flow cytometry; Broad substrate specificity ATP-binding cassette transporter ABCG2 (Homo sapiens), Q9UNQ0; 0.1% of 190,000 active; JC-1 efflux; AID 1325, 2008; inhibition, % at 6.6 µM;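 active means inhibition above 80%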;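 further: 0% = DMSO and 100% = nicardipine control wells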
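Test system: ABCG2 IgMXP3 and barcoded ABCB1 CCRF-Adr cell mix; Schedule: cells with compound and JC-1, 10 min at 25 °C, rotating, no wash; Technique: flow cytometry of retained JC-1 fluorescence; Measure: % inhibition of efflux relative to nicardipine and DMSO; Controls: nicardipine high and DMSO low controls.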
Bfl-1 Bim block – inhibitors of Bim binding to Bfl-1, primary screen, biochemical, multiplexed, bead-based flow cytometry. Bim-Bfl-1 binding inhibition. inhibition, % at 10 µM. Bcl-2-related protein A1 (Homo sapiens), Q16548. 0.12% of 190,000 active;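 further: 0% = wells without compound plus tracer and 100% = blocker peptide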
Active calls of the source: *; ? = inconclusive; / = not tested or not shown. Unless noted, no stated cut-off is given here; in the data, active means inhibition above about 40%.

Compound | Bcl-2 Bim block | RGS7-Gao | ABCB1 inh | RGS4-Gao reg | Bim-Bcl-W | RGS8-Gao | Bim-Bcl-B | Bim-Bcl-XL | GSH fluor | ABCG2 block | Bfl-1 Bim block
O=C(c1ccc(Cl)c(S(=O)(=O)N2CCOCC2)c1)N(c1ccccn1)C1CCCCC1 | 0 | 100 | 1.5 | 99 | -2 | 98 | -5 | -1 | 20 | 7 | -4
COc1cc(/C=N/Nc2nncn2/N=C/c2ccc(O)c(OC)c2)ccc1O | 2 | 98 | 0.9 | 96 | 2 | 98 | 3 | 5 | 59 | 2 | 4
COc1ccc(CCN(Cc2cc3ccc(C)cc3n3nnnc23)C(C)=O)cc1OC | 0 | 101 | 1.0 | 98 | -1 | 101 | 3 | 0 | 12 | 17 | 3
CCCCCCCC(=O)N/N=C/c1ccco1 | -1 | 101 | 0.5 | 102 | -2 | 98 | -1 | 0 | 13 | 4 | -1
Clc1ccc(OCc2nn3c(-c4ccncc4)nnc3s2)cc1 | -2 | 103 | 0.7 | 101 | 0 | 101 | 0 | -2 | 13 | 5 | -1
COc1ccc(C(C(=O)NCc2ccccc2)N(Cc2cccs2)C(=O)c2cnccn2)cc1 (configuration not stated) | -2 | 98 | 1.3 | 101 | -2 | 99 | -4 | -4 | 9 | 2 | -3
O=C(CN1CCc2ccccc2C1)Nc1ccccc1N1CCCCCC1 | -13 | 99 | 2.9 | 102 | 0 | 100 | -5 | -2 | 19 | 35 | -13
O=C(CSc1nnc(CNc2ccc(Cl)cc2)n1Cc1ccccc1)NCc1ccco1 | -8 | 101 | 1.9 | 99 | -6 | 102 | -10 | -8 | 13 | 10 | -9
NC(=O)C1CCN(C(=O)c2ccc(NC3=NC4CS(=O)(=O)CC4S3)cc2)CC1 (configuration not stated) | -8 | 101 | -2.2 | 103 | 1 | 100 | -7 | 0 | 19 | -1 | -9
O=C(Nc1cccc(F)c1)c1cc(S(=O)(=O)NCCC2=CCCCC2)ccc1F | 0 | 91 | -0.2 | 97 | -2 | 84 | 3 | -5 | 12 | 6 | 4
CC(C)NC(=O)CSc1nc(N)c(NC(=O)c2ccccc2F)c(=O)[nH]1 | 0 | 101 | 0.1 | 100 | -3 | 101 | -4 | -4 | 7 | 1 | 0
CC1CCCN(C(=O)C(C)Sc2nc(-c3ccccc3)cc(C(F)(F)F)n2)C1 (configuration not stated) | 0 | 98 | / | 96 | 4 | 102 | 1 | 1 | 17 | / | -11
Oc1csc(Cc2nc(-c3ccc4ccccc4c3)cs2)n1 | 2 | 101 | 1.9 | 95 | -2 | 102 | 0 | 0 | 3 | 8 | 0
CCOc1ccc2c(O)csc2c1 | -7 | 101 | -2.8 | 104 | 0 | 98 | -8 | -1 | 23 | -4 | 2
CC(=O)c1cccc(NC(=O)Cc2coc3cc4c(cc23)CCC4)c1 | -1 | 100 | 2.2 | 103 | -5 | 104 | -7 | -9 | 11 | 30 | 0

Three compounds already listed, arranged by their value in ABCG2 block, descending:
Molecule | ABCG2 block
Oc1csc(Cc2nc(-c3ccc4ccccc4c3)cs2)n1 | 8
CCCCCCCC(=O)N/N=C/c1ccco1 | 4
CCOc1ccc2c(O)csc2c1 | -4

The list continues:
Compound | Bcl-2 Bim block | RGS7-Gao | ABCB1 inh | RGS4-Gao reg | Bim-Bcl-W | RGS8-Gao | Bim-Bcl-B | Bim-Bcl-XL | GSH fluor | ABCG2 block | Bfl-1 Bim block
CC1(C)OC(=O)C(=CNCCc2ccc(O)cc2)C(=O)O1 | -2 | ? | 0.2 | 100 | -3 | 100 | 2 | 1 | 13 | 1 | 0
Cc1cc(C)c2[nH]c(=O)c(CN(Cc3cccs3)C(=S)NCc3ccco3)cc2c1 | 9 | 103 | 0.2 | 104 | 8 | 108 | 9 | 15 | 5 | -1 | 20
Cc1nc2c3ccccc3n(CC(=O)c3ccc(F)cc3)c(=O)n2n1 | -2 | 105 | 0.1 | 100 | -6 | 102 | -3 | -6 | 15 | 1 | -6
COC(CC(=O)NNC(=S)Nc1ccccc1)OC | -4 | 102 | -1.8 | 95 | -2 | 104 | -11 | -3 | 15 | 11 | -4
CN(C)C(CNc1ncnc2sccc12)c1cccs1 (configuration not stated) | -1 | 102 | -0.1 | 103 | 0 | 105 | -1 | 2 | 17 | 2 | -1
CCOC(=O)N1CCN(C(=O)C2CCN(S(=O)(=O)N3CCCC3)CC2)CC1 | -1 | 101 | 0.1 | 98 | 0 | 99 | 0 | 2 | 15 | 0 | -1
Cc1nc2ccc(S(=O)(=O)NC(C(=O)N3CCCC3)C(C)C)cc2s1 (configuration not stated) | -11 | 101 | 1.0 | 101 | -9 | 99 | -14 | -11 | 14 | 3 | -10
Cc1cc(C)c(C#N)c(SCc2cn3ccccc3n2)n1 | 3 | 97 | 1.4 | 101 | 0 | 97 | -1 | -1 | 7 | 3 | 4
COc1ccc(C(=O)NC(=S)Nc2ccc(Cl)c(C(=O)O)c2)cc1 | -2 | 105 | -0.1 | 102 | -7 | 101 | 0 | -7 | 12 | -1 | 2
O=C(c1cccs1)N(Cc1nc2sc3c(c2c(=O)[nH]1)CCCC3)C1CCCC1 | -6 | 103 | 11 | 102 | 1 | 100 | -5 | -1 | 41 | 10 | -6
COc1ccccc1NC(=S)NCc1cccnc1 | -4 | 92 | 0.3 | 93 | -3 | 85 | -6 | -6 | 9 | 2 | -7
O=C(CNC(=O)c1ccco1)Nc1ccc(F)cc1 | -1 | ? | 0.7 | 104 | 0 | 99 | -4 | -4 | 20 | 15 | -3
Cn1c(C(=O)N2CCN(C(=O)c3ccco3)CC2)cc2c(=O)n3ccccc3nc21 | 0 | 99 | 0.3 | 100 | 2 | 100 | 0 | 0 | 47 | 4 | -1
O=C(N/N=C/c1c(-c2ccccc2)[nH]c2ccccc12)c1cccnc1 | 0 | 101 | 0.5 | 104 | 0 | 101 | 0 | 2 | 9 | 12 | -3
CCS(=O)(=O)N1CCCC(C(=O)NCCCOC(C)C)C1 (configuration not stated) | -7 | 100 | 2.2 | 102 | 0 | 101 | -7 | -3 | 14 | 13 | -6
COc1ccc2c(c1)-c1nc(/N=C/c3ccccc3O)sc1CC2 | -4 | 98 | 1.2 | 95 | -1 | 97 | -8 | -6 | 14 | 12 | -1
COc1cc2ccccc2cc1C(=O)NC(=S)Nc1cc(C(=O)O)ccc1C | 2 | 102 | -0.5 | 100 | 4 | 94 | 5 | 3 | 9 | -1 | 3
Cc1nc(NCC2CCCO2)c2nnn(Cc3ccccc3Cl)c2n1 (configuration not stated) | -5 | 100 | 0.4 | 105 | 2 | 101 | -4 | -11 | 37 | 1 | -12
COC(=O)c1cc(Br)c(N)cc1OC | -1 | 104 | 0.2 | 102 | -1 | 102 | 3 | -1 | 13 | 3 | 4
Cc1cccn2c(NCc3ccc4c(c3)OCO4)c(-c3ccc(O)cc3)nc12 | 0 | ? | 0.2 | 103 | 0 | 101 | -4 | -3 | 13 | 1 | -6
CC(=O)Nc1ccccc1NS(=O)(=O)c1cccc([N+](=O)[O-])c1 | 0 | 103 | 0.1 | 104 | 0 | 97 | -1 | -1 | 23 | 0 | -4
Cn1cccc1CC(=O)N/N=C\c1c2ccccc2cc2ccccc12 | -5 | 99 | 0.3 | 97 | 4 | 98 | -5 | 2 | 42 | 2 | -8
O=C(Nc1cc(C(F)(F)F)ccc1N1CCOCC1)c1cccnc1 | -1 | 96 | 0.7 | 98 | 1 | 100 | 2 | 2 | 50 | 8 | -3
COc1ccc2[nH]c(=O)c(COC(=O)c3ccco3)cc2c1 | -1 | 100 | 0.6 | 103 | -3 | 102 | -1 | 0 | 16 | 4 | 1
COc1nc(N/N=C/c2ccccc2F)nc(N2CCCCC2)n1 | -5 | 100 | 0.6 | 100 | -1 | 101 | -8 | -3 | 23 | 6 | -3
O=C(C[n+]1ccccc1)N/N=C/c1ccco1 | 0 | 107 | 0.2 | 106 | 2 | 104 | -1 | 0 | 17 | 2 | -10
COc1ccc(NS(=O)(=O)c2cccs2)cn1 | -2 | 100 | -0.1 | 102 | -4 | 105 | -11 | -5 | 10 | 1 | -7
O=C(COc1ccc2ccccc2c1)Nc1cccc(C(=O)Nc2ccccc2C(=O)O)c1 | -7 | 101 | -0.7 | 99 | -4 | 101 | -8 | -8 | 16 | -5 | -14
Cc1ccccc1S(=O)(=O)Cc1ccc(C(=O)NCc2ccc(F)cc2)o1 | -3 | 98 | 1.3 | 99 | 0 | 97 | -6 | 0 | 16 | 5 | -7
CN(C)S(=O)(=O)c1ccc(Oc2ccccc2)cc1 | -7 | 102 | 0.1 | 102 | 2 | 102 | -4 | 0 | 7 | 0 | -10
CSc1ccccc1NC(=O)CN(C)CC(=O)Nc1c(F)cccc1F | -4 | 121 | -1.2 | 132 | -4 | 103 | -8 | -8 | 11 | -2 | -1
O=C1CC(N2CCN(c3ccc(C(=O)c4ccc(F)cc4)cc3)CC2)C(=O)N1 (configuration not stated) | -3 | 97 | 0.4 | 100 | -2 | 101 | -6 | -5 | 19 | 3 | -2
Cc1ccccc1NC(=O)/C(=C/c1ccccc1)c1ccccc1 | -2 | 104 | 0.5 | 105 | 2 | 107 | 1 | -1 | 14 | 2 | -2
O=C(Nc1ccc(-n2ccnc2P(=O)(O)c2ccccc2)cc1)c1ccccc1Cl | -12 | 107 | 0.4 | 101 | 0 | 101 | -6 | -2 | 11 | 1 | -11
COc1ccc(NC(=S)N2CCC(N(C)CCN3CCOCC3)CC2)cc1 | 1 | 102 | -0.4 | 101 | 0 | 99 | 0 | 1 | 21 | -3 | 0
COc1cccc(CC2(CO)CCN(Cc3cnc(-c4cccc(C)c4)nc3)CC2)c1 | -5 | 98 | 0.1 | 101 | -2 | 103 | -8 | -3 | 15 | 0 | -6
COc1cc2c3c(c1)C1(C(=O)N3C(C)(C)C=C2C)C(C#N)=C(N)Oc2cc(C)oc(=O)c21 (configuration not stated) | -4 | 103 | 0.9 | 100 | -5 | 99 | -5 | -6 | 23 | 3 | -5

Screening data from PubChem.
